# Vif-APOBEC3G blk = blocks the Vif interaction with human APOBEC3G; actives 0.076% (n = 410,000); Q9HC16; Potency, µM (top dose mostly 46.1 µM), inactives show at the top dose activity, negative = active, actives largely listed as inhibitors; HeLa A3G-eYFP + Vif (tagged APOBEC3G with the HIV-1 protein that degrades it), YFP fluorescence, overnight; AID 602310;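 note: potency is the fitted concentration of half-maximal effect; % is set by controls: 0 for no effect and ±100 for the full control effect; nearly all actives have a fitted effect of over 60% in size; hits raise eYFP signal because A3G escapes Vif-driven loss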
#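 Read-out is eYFP fluorescence (Ex 488/Em 500-530) from Vif-expressing HeLa A3G-eYFP cells; more signal means A3G escaped Vif-mediated degradation. Cells plated overnight, compound pinned in, incubated overnight at 37 deg C.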
# D1 ag = human D1 receptor agonism. activation, % at 2 µM. actives 1% (n = 360,000). P21728. HEK293 T-REx D1 cells, calcium flux, agonist mode. AID 504660; in the data active = activation above about 30%; note: 0% is about no effect
# Target sequence (P21728 whole entry, looked up): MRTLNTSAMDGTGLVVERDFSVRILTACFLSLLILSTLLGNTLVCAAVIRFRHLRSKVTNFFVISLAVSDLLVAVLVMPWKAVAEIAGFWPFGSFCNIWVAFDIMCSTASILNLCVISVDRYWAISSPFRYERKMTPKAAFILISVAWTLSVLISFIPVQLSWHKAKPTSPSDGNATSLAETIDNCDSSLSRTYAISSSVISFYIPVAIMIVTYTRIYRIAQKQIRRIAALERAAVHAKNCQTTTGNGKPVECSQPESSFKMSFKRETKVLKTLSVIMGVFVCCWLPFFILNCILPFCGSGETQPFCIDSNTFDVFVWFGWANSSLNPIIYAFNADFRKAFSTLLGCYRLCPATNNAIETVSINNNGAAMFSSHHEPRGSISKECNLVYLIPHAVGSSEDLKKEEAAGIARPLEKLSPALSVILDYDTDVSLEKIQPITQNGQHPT
#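 Inducible HEK293 T-REx D1 cells, force-coupled to calcium signalling, were plated at 4000 cells/well with tetracycline and held overnight at 30 C. After no-wash calcium dye loading, compound-evoked calcium rise over 180 s flagged agonists.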
# D1 PAM = enhances dopamine response at the human D1 receptor. HEK293 TREx D1 cells, calcium flux, dopamine EC20 potentiation. potentiation, % at 10 µM. actives 0.036% (n = 360,000). AID 504651; in the data active = potentiation above about 30%; note: 0% is about no effect
# Vif-A3F inh = blocks the Vif interaction with APOBEC3F; actives 0.2% (n = 390,000); HeLa A3F-eYFP + Vif (tagged APOBEC3F with the HIV-1 protein that degrades it), YFP fluorescence increase; Potency, µM (series often up to 46.1 µM), without a hit: at the top dose activity, negative = active; note: potency is the fitted concentration of half-maximal effect; % of control where 0% means no effect; nearly all actives have a fitted effect of over 65% in size
#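 Fluorescence increase (Ex 488/Em 500-530) after overnight compound treatment at 37 deg C flags inhibition of Vif-driven A3F-eYFP loss in stable HeLa A3F-eYFP/Vif cells seeded overnight beforehand.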
# D2 PAM = positive allosteric modulators of human D2 dopamine receptor; P14416; HEK293 T-REx D2, calcium flux, EC20 dopamine potentiation; potentiation, % at 10 µM; actives 0.34% (n = 340,000); AID 485347;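 active = potentiation over 3 SD above the plate norm, cut at about 30% in these data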; note: 0% is about no effect
# Target sequence (P14416 whole entry, looked up): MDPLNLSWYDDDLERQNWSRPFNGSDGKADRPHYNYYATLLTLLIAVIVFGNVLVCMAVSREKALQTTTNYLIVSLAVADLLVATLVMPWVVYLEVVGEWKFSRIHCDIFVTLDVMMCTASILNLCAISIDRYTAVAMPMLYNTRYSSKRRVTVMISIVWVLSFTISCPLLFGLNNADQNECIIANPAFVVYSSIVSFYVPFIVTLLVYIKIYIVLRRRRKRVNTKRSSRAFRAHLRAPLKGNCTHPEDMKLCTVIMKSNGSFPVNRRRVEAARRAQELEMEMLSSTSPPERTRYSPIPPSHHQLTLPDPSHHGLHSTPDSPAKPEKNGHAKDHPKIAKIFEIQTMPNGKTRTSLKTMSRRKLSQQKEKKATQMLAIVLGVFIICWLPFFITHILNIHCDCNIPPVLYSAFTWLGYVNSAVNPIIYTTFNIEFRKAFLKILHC
#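 Tetracycline-induced HEK293 T-REx cells force-coupled to calcium signalling expressed D2; compounds were pin-added after a 10 s baseline, read kinetically 180 s, then an EC20 dopamine challenge followed with a further 180 s calcium read.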
# Glioma ERSR ind = inducers of ER stress response in human glioma cells; U87-MG GRP78 promoter luciferase reporter, 16 h; Potency, µM, inactives show top-dose activation, actives largely listed as activators; actives 0.02% (n = 420,000); note: potency is the fitted concentration of half-maximal effect; series mostly up to about 76 µM; % of control where 0% means no effect; nearly all actives have a fitted effect of over 35% in size
#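 Stably transfected U87-MG glioma cells carrying a GRP78-based luciferase sensor; 16 h compound incubation. Luminescence end-point read 10 min after Bright-Glo addition at room temperature.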
# D1 antag = antagonists of human D1 dopamine receptor; activity change, negative = inhibition, % at 10 µM; HEK293 TREx D1 cells, calcium flux, dopamine EC80; active compounds read low; actives 3.2% (n = 360,000); P21728; AID 504652; in the data active = activity change below about -30%; note: % is set by controls: 0 for no effect and ±100 for the full control effect
#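 Allosteric or orthosteric antagonism assessed as attenuation of the calcium response to EC80 dopamine, added 180 s after compound, in induced HEK293 Trex D1 cells loaded with no-wash calcium dye.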
# RXFP1 agonist = agonists of human relaxin receptor RXFP1. Q9HBX9. Potency, µM (doses to about 57.5 µM), inactives show top-dose activation, most hits filed as activators. actives 0.3% (n = 370,000). HEK293T-RXFP1 cAMP TR-FRET, 30 min; response scale: percent of porcine relaxin response, buffer zero; note: potency is the fitted concentration of half-maximal effect; % is set by controls: 0 for no effect and ±100 for the full control effect; nearly all actives have a fitted effect of over 60% in size; many of its hits are not listed in these tables
#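 HEK293T cells stably expressing RXFP1 were pretreated with the PDE4 inhibitor Ro 20174, exposed to compounds for 30 min at 37C, lysed, and cAMP was read by TR-FRET. Data normalized to buffer (basal) and 29 nM porcine relaxin (100%).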
# LDHA inh = blocks human lactate dehydrogenase A; activity change, % (values are at about 110 or 230 µM); purified LDHA, NADH/diaphorase-resazurin fluorescence; active compounds read low; P00338; actives 0.15% (n = 480,000); in the data active = activity change below about -30%; inconclusive = mostly about -25% to -30%;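 note: plate controls were DMSO wells for no effect and wells without enzyme for full effect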
#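 Enzyme activity of human lactate dehydrogenase 5 (2 nM; 0.06 mM NADH, 0.2 mM pyruvate, 5 min, RT) is measured via a resazurin/diaphorase fluorescence readout of residual NADH.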
# * hit, by the source's call; ? = inconclusive; . = no result given. Unless noted, calls come from the whole dose curve; as a rule, active = well fitted curve in the direction sought with a large enough effect; inconclusive = small, poorly fitted or top-dose-only effect, or another doubt; inactive = no such curve, though single readings can be large; an effect the other way counts as inactive or inconclusive. This is a subset; rates above refer to the full screens.
cpd	SMILES	Vif-APOBEC3G blk	D1 ag	D1 PAM	Vif-A3F inh	D2 PAM
1	Cc1c(C(=O)NCc2ccccn2)oc2ccc(Br)cc12	0%	3	-7	6%	-6
2	O=C(CN(CC1CCCO1)C(=O)CNS(=O)(=O)c1ccc(Cl)cc1)NCCc1ccccc1 (configuration not stated)	1%	4	-11	-6%	12
3	CCN1C(=O)S/C(=C/c2ccc(Oc3ccc([N+](=O)[O-])cn3)c(OC)c2)C1=O	7%	1	3	1%	-7
4	Cn1ncc(Br)c1C(=O)N1CCCCCC1	0%	1	1	-1%	5
5	CC1C(=O)N2CCCc3cc(S(=O)(=O)NCCc4ccccc4)cc1c32 (configuration not stated)	4%	3	-1	3%	43*
6	Cc1ccc(C)c(S(=O)(=O)N2CCN(CC(=O)Nc3ccc4c(c3)CCC4)CC2)c1	4%	7	2	1%	2
7	O=C(COc1ccc(Cl)cc1)NCCNC(=O)c1ccccn1	0%	5	.	1%	-3
8	CC(=O)c1ccc(NC(=O)CSc2nnc(NC(=O)Nc3ccccc3)s2)cc1	-5%	3	5	1%	10
9	COC(=O)c1c(C(C)=O)c(C)n(C)c1C	1%	2	-3	6%	11
10	COc1ccc(C(=O)Nc2ccc(-c3cc4ccccc4oc3=O)c(C)c2)cc1Br	3%	1	-2	-13%	15

cpd	Glioma ERSR ind	D1 antag	RXFP1 agonist	LDHA inh
1	5%	36	3.1%	-4
2	-6%	-26	2.3%	0
3	-6%	-21	-0.8%	3
4	1%	5	-4.4%	-2
5	-3%	-4	2.0%	-2
6	-1%	1	-0.2%	1
7	-1%	-22	5.3%	-3
8	3%	.	2.2%	-1
9	-6%	14	0.1%	-7
10	0%	0	2.4%	-7

# Other records.
cpd	SMILES	Vif-APOBEC3G blk	D1 ag	D1 PAM	Vif-A3F inh	D2 PAM
11	COc1ccc(CC(=O)Nc2cc(F)ccc2F)cc1S(=O)(=O)N1CCOCC1	2%	.	.	-2%	.
12	C/C(CC(=O)Nc1ccc(Cl)cc1Cl)=N\NC(N)=S	3%	0	2	3%	6
13	Cc1cc(Cl)ccc1NC(=O)Nc1c(C)n(-c2ccccc2)c(=O)n1C	0%	2	-4	-3%	-2
14	CCN1C(=O)[C@H]2[C@H]3CN=C(SCc4ccc(C)cc4)N3[C@@](CC)(C(=O)OC)[C@H]2C1=O	2%	.	.	8%	.
15	C/C(=N\NC(=O)CSc1nc(C)cc(C)n1)c1cccc([N+](=O)[O-])c1	0%	2	-7	4%	7
16	CC(C)(C)C1CCc2c(sc(NC(=O)c3cccs3)c2C(N)=O)C1 (configuration not stated)	0%	4	33*	-3%	-14
17	O=C(CSc1nnc2ccccn12)NC(=O)c1cccc([N+](=O)[O-])c1	0%	.	.	12%	.
18	Cc1c(CCC(=O)NC2CC2)c(=O)oc2c(C)c(O)ccc12	0%	4	0	-2%	.
19	COC(=O)C1Cc2c([nH]c3ccccc23)C(C)N1 (configuration not stated)	-3%	1	-9	2%	-9
20	Cc1cccc(NCC(O)Cn2cnc3c2c(=O)n(C)c(=O)n3C)c1 (configuration not stated)	0%	6	4	0%	4

cpd	Glioma ERSR ind	D1 antag	RXFP1 agonist	LDHA inh
11	-3%	.	.	-6
12	0%	-22	-1.5%	-8
13	-5%	-19	-0.9%	-8
14	3%	.	.	-1
15	-3%	-23	-0.6%	-1
16	7%	12	0.5%	-7
17	0%	.	.	-8
18	1%	-12	26%	-4
19	-3%	-2	0.1%	-2
20	-5%	7	7.8%	5

# Reprinted at random: 6 records from the list
cpd	SMILES	Vif-APOBEC3G blk	D1 ag	D1 PAM	Vif-A3F inh	D2 PAM
11	COc1ccc(CC(=O)Nc2cc(F)ccc2F)cc1S(=O)(=O)N1CCOCC1	2%	.	.	-2%	.
13	Cc1cc(Cl)ccc1NC(=O)Nc1c(C)n(-c2ccccc2)c(=O)n1C	0%	2	-4	-3%	-2
17	O=C(CSc1nnc2ccccn12)NC(=O)c1cccc([N+](=O)[O-])c1	0%	.	.	12%	.
20	Cc1cccc(NCC(O)Cn2cnc3c2c(=O)n(C)c(=O)n3C)c1 (configuration not stated)	0%	6	4	0%	4
12	C/C(CC(=O)Nc1ccc(Cl)cc1Cl)=N\NC(N)=S	3%	0	2	3%	6
15	C/C(=N\NC(=O)CSc1nc(C)cc(C)n1)c1cccc([N+](=O)[O-])c1	0%	2	-7	4%	7

cpd	Glioma ERSR ind	D1 antag	RXFP1 agonist	LDHA inh
11	-3%	.	.	-6
13	-5%	-19	-0.9%	-8
17	0%	.	.	-8
20	-5%	7	7.8%	5
12	0%	-22	-1.5%	-8
15	-3%	-23	-0.6%	-1

# The list continues.
cpd	SMILES	Vif-APOBEC3G blk	D1 ag	D1 PAM	Vif-A3F inh	D2 PAM
21	O=C(Cn1c(=O)oc2cc(S(=O)(=O)N3CCCCCC3)ccc21)NCc1ccccc1Cl	-9%	12	-8	2%	.
22	CCn1c(=N)n(CC(=O)c2ccc(OC)cc2)c2ccccc21	-3%	3	-1	1%	-9
23	CCOCc1nnc(NC(=O)c2cccs2)s1	-3%	0	-4	-2%	-7
24	CCOC(=O)C(C)Sc1nc(=O)n2cc(C)ccc2n1 (configuration not stated)	-2%	1	-4	-7%	9
25	COc1ccc(CCNC(=O)CNS(=O)(=O)c2ccc(N(C)C)c([N+](=O)[O-])c2)cc1OC	-4%	0	-2	-4%	-5
26	Cc1ccc(CS(=O)(=O)c2cn(CC(=O)N3CCOCC3)c3ccccc23)cc1	1%	1	0	1%	5
27	Cn1cnnc1SC(C(=O)c1ccccc1)c1ccccc1 (configuration not stated)	0%	3	-5	.	1
28	Cn1cccc1/C=N/NC(=O)c1cccc(OC(F)(F)C(F)F)c1	-3%	2	0	-8%	-17
29	O=S(=O)(N/N=C/c1ccc(N2CCOCC2)cc1)c1ccccc1	0%	5	-3	-10%	1
30	CCOC(=O)N1CCN(C(=O)c2ccc3c(c2)sc2nc(-c4ccccc4)cn23)CC1	-9%	1	4	-8%	-4

cpd	Glioma ERSR ind	D1 antag	RXFP1 agonist	LDHA inh
21	-2%	-18	-0.5%	-17
22	1%	-1	-3.3%	-4
23	-6%	-21	0.0%	-4
24	5%	-17	?	-3
25	-5%	-12	3.4%	-4
26	3%	10	-2.9%	2
27	-1%	0	2.8%	-8
28	1%	-3	0.1%	-8
29	-3%	21	-0.5%	-6
30	-1%	8	2.6%	-3

# Other records
cpd	SMILES	Vif-APOBEC3G blk	D1 ag	D1 PAM	Vif-A3F inh	D2 PAM
31	CSc1ccccc1OCc1cc(C(=O)NCCN2CCCC(O)C2)no1 (configuration not stated)	-1%	1	1	3%	-12
32	Cc1ccc(-c2nnc(N3CCN(C(=O)COc4cccc(C)c4)CC3)c3ccccc23)cc1	5%	4	-1	-13%	0
33	CCCCc1ccc(NC(=S)NCCO)cc1	-2%	-1	-4	2%	13
34	CCN1CCC(O)(/C=C/c2ccc(C(C)C)cc2)C(C(=O)/C=C/c2ccc(C(C)C)cc2)C1 (configuration not stated)	?	.	.	10%	.
35	C=C1N(C)c2cc([N+](=O)[O-])c(N)cc2C1(C)C	6%	1	-3	-10%	1
36	O=C(Nc1nccs1)C1CC(=O)N(c2ccc(Cl)cc2)C1 (configuration not stated)	-10%	3	0	1%	-5
37	CC(C)(C)C(=O)NC(=S)Nc1ccccn1	8%	3	-1	-12%	-1
38	Cc1cc(NC(=O)Nc2ccc(Cl)cc2)n(C)n1	-9%	3	7	2%	-3
39	Cc1cc(C)cc(C(=O)NC(CC(N)=O)c2ccc(NC3CCCCCCCCCCC3)c([N+](=O)[O-])c2)c1 (configuration not stated)	1%	2	0	-6%	4
40	CCC(OC(=O)c1nsc(Cl)c1Cl)C(=O)NCc1cccs1 (configuration not stated)	1%	1	-3	-4%	16

cpd	Glioma ERSR ind	D1 antag	RXFP1 agonist	LDHA inh
31	-2%	-2	-2.2%	-5
32	-6%	5	-2.0%	0
33	3%	-4	-0.7%	-5
34	-14%	.	.	2
35	-5%	-3	-3.7%	29
36	-4%	6	-1.3%	-1
37	1%	-7	2.3%	-6
38	-5%	-4	1.9%	-2
39	-4%	17	-0.1%	-2
40	-5%	-19	-0.1%	-6

# Continuation:
cpd	SMILES	Vif-APOBEC3G blk	D1 ag	D1 PAM	Vif-A3F inh	D2 PAM
41	COc1ccc(Nc2ccc(C(F)(F)F)cc2[N+](=O)[O-])cn1	-5%	2	9	-1%	-1
42	COc1ccc(Cc2nnn(CC(=O)O)n2)cc1	0%	2	0	-8%	2
43	CN1CCC(N(C)S(=O)(=O)c2ccc(NC(=O)c3cccc(C#N)c3)cc2)CC1	-2%	3	.	3%	-11
44	O=S(=O)(Nc1ccccc1)c1ccc(S(=O)(=O)N2CCCC2)cc1	2%	27	.	-15%	-6
45	Cc1ccc(S(=O)(=O)N2CCN(C(=O)COC(=O)/C=C/c3ccccc3[N+](=O)[O-])CC2)c(C)c1	-2%	9	-4	7%	8
46	Cc1ccc2nsnc2c1S(=O)(=O)N1CCN(C(=O)C2CCCO2)CC1 (configuration not stated)	-4%	0	6	-15%	5
47	CC1CCCCC12NC(=O)N(Cn1nnc3ccccc3c1=O)C2=O (configuration not stated)	1%	1	5	-4%	-6
48	COc1ccc(-c2nnn(CC(=O)c3ccc4c(c3)OCCO4)n2)cc1OC	0%	4	-13	-8%	11
49	CCCCN1C(=O)C(CC(=O)NC(c2ccccc2)c2ccccc2)CC(C(=O)N(C(C)C)C(C)C)=C1C (configuration not stated)	-2%	.	.	5%	.
50	CCOC(=O)c1csc(NC(=O)c2cccs2)n1	-1%	1	-5	2%	0

cpd	Glioma ERSR ind	D1 antag	RXFP1 agonist	LDHA inh
41	-4%	10	-2.2%	-2
42	-3%	11	-1.6%	-6
43	-6%	8	2.5%	-7
44	0%	-19	0.6%	1
45	0%	12	0.8%	-2
46	-3%	-21	1.0%	-3
47	1%	-3	6.6%	-9
48	-5%	-19	1.8%	-3
49	-4%	.	.	1
50	-4%	11	-0.4%	-1
